Assay outcomes: PubChem BioAssay, several laboratories
DUSP3 inh: blocks human VHR1 dual specificity phosphatase | P51452 | recombinant VHR phosphatase, pNPP absorbance | inhibition, % at 13.3 µM | 0.52% of 290,000 active; in the data active = inhibition above about 50%; also: some compounds called inactive have numbers as strong as hits
Target sequence (P51452 whole entry, looked up): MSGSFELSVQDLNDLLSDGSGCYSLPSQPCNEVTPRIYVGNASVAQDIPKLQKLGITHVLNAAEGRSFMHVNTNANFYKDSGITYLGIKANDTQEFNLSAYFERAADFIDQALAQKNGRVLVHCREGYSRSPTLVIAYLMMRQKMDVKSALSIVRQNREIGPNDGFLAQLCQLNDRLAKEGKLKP
SARS 3CLpro inh: SARS-CoV 3CLpro protease inhibition | P0C6X7 | AID 1706 | 0.14% of 290,000 active | recombinant SARS-CoV 3CLpro, quenched FRET peptide cleavage | inhibition, % at 6 µM; in the data active = inhibition above about 12%
Vc quorum ag: inducers of Vibrio cholerae quorum light production without autoinducers. V. cholerae BH1578 lux reporter, luminescence, 6 h. activation, % at 18.7 µM. 0.16% of 350,000 active. AID 588436; in the data active = activation mostly above about 9.7%, no sharp cut-off; also: not every result past the cut was called active; inactives centre near 0; reference of the scale not given here
MazEF act: activators of E. coli MazEF toxin-antitoxin RNase; 0.32% of 350,000 active; activation, % at 20 µM; FAM/BHQ RNA-DNA oligo cleavage fluorescence, 5 h; P0AE70; AID 504720; in the data active = activation above about 50%
UGM FP inh: Mtb UDP-galactopyranose mutase inhibition; purified UGM, fluorescence polarization probe displacement; inhibition, % at 10 µM; AID 504406; P9WIQ1; 0.06% of 320,000 active; in the data active = inhibition above about 10%, passing the limit was not always enough
Target sequence (P9WIQ1 whole entry, looked up): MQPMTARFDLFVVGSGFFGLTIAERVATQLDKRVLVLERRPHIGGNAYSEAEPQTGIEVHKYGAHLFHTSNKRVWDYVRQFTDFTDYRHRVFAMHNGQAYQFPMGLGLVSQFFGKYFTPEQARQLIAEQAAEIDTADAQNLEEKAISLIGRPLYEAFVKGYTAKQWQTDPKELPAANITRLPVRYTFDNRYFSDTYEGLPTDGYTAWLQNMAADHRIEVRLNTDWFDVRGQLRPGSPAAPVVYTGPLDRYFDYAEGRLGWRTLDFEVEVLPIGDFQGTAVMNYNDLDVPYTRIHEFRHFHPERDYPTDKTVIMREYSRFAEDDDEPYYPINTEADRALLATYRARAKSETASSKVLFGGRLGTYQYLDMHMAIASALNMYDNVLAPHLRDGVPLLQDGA
PriA SSB inh: K. pneumoniae PriA-SSBct interaction inhibition | AlphaScreen SSBct-PriA binding, biotinylated peptide | inhibition, % at 33 µM | 0.6% of 430,000 active | AID 1272365; in the data active = inhibition mostly above about 37%, no sharp cut-off; inactive = mostly below about 20%;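 also: plate controls were negative control peptide for no effect and reference peptide for full effect; strong numbers were not always called active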
Mtb BioA inh: blocks M. tuberculosis BioA enzyme activity; purified M. tuberculosis BioA enzyme, plate reader; inhibition, % at 9.99 µM; 0.096% of 360,000 active; AID 602481; in the data active = inhibition above about 40%
FBA Mtb inh: Mtb fructose-bisphosphate aldolase inhibition. P9WQA3. purified M. tuberculosis FBA, fluorescence read-out. inhibition, % at 1 µM. 2.3% of 360,000 active; in the data active = inhibition above about 27%;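 also: 0% = vehicle and 100% = reference inhibitor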
Target sequence (P9WQA3 whole entry, looked up): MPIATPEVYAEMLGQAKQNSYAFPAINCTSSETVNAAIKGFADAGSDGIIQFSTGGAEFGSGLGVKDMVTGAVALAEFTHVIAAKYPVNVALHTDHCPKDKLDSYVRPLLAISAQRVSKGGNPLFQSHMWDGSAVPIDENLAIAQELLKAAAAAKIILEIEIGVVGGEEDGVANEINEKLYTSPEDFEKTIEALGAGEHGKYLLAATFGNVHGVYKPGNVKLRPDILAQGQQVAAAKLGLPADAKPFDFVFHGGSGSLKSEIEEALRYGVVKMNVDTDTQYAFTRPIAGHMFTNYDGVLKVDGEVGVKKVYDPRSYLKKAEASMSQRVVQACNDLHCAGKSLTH
GDH-TPI inh: counter-screen for M. tuberculosis FBA inhibitors: GDH-TPI coupled enzymes | GDH-TPI coupled enzyme counterscreen, NADH absorbance | inhibition, % at 4.8 µM | 1.2% of 360,000 active | AID 588335; in the data active = inhibition above about 30%;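 also: 0% = DMSO wells and 100% = wells lacking the enzyme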
Rv3671c protease: Rv3671c (M. tuberculosis) protease inhibition; P9WHR9; inhibition, % at 5.96 µM; 0.048% of 320,000 active; AID 2606; in the data active = inhibition above about 38%;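 also: extracellular domain of Rv3671c used as enzyme; 0% = enzyme with DMSO and 100% = no enzyme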
Numbers without * were called inactive; i = inactive; nt = not tested or not shown; & = joins results of further samples. Not all compounds are listed. The share of hits here may be higher or lower than overall.

SMILES	DUSP3 inh	SARS 3CLpro inh	Vc quorum ag	MazEF act	UGM FP inh	PriA SSB inh	Mtb BioA inh	FBA Mtb inh	GDH-TPI inh	Rv3671c protease
CCOC(=O)c1c(C)[nH]c(C(=O)NCCc2ccc(OC)c(OC)c2)c1C	12	-3	i	20	0.2	-3	-0.6	0	6	-12
C[C@H](CO)N1C[C@H](C)[C@@H](CN(C)S(=O)(=O)c2ccc3ccccc3c2)OCc2cn(nn2)CCCC1=O	nt	nt	-0.4	5	nt	nt	-0.9&0.5	2	1	nt
O=C(Cn1c(-c2ccccc2)noc1=O)Nc1ccc(N2CCCCCC2)cc1	-1	9	-0.3	2	-2.0	52	0.4	3	-4	6
O=C1c2ccccc2NC2CCCCC12 (centres undefined)	25	-7	-7.1	-4	-0.3	-6	0.7	0	8	3
Cc1ccc(C(=O)CC2(O)C(=O)Nc3ccccc32)s1 (centres undefined)	15	4	-0.4	5	0.4	-16	-2.1	1	4	-4
Cc1ccc(NC(=S)NCc2ccc3[nH]c4c(c3c2)CCCC4)cc1	4	4	0.0	1	-0.4	10	-0.9	6	12	2
O=C1/C(=C/c2cccnc2)SC(=S)N1CC1CCCO1 (centres undefined)	11	4	-0.4	6	2.1	-11	nt	-1	8	-4
COc1ccc(N(CC(=O)NC2CCCC2)C(=O)c2csnn2)cc1	35	2	-0.3	5	6.2	-11	nt	-5	-1	5
Clc1ccc(CSc2nnc(-c3ccncc3)o2)cc1	36	3	nt	-1	0.9	-19	1.9	3	-2	0
CC(C)(C)NC(=O)CC1C[C@H](C(=O)N2CCOCC2)[C@@]2(CCC3CCCC3)c3[nH]c4ccccc4c3CCN2C1=O (some centres undefined)	nt	nt	i	8	-1.5	-4	0.3	4	8	13
CCc1cccc(NC(=O)CCNC(=O)Cn2ccc3ccccc3c2=O)c1	20	4	-0.4	7	-3.0	-6	nt	3	9	-1
COc1ccccc1OCCn1c(C(C)O)nc2ccccc21 (centres undefined)	21	2	i	8	1.5	-8	0.8	3	-4	-2

Some of the entries above, set out differently.
The line under a structure holds: DUSP3 inh	SARS 3CLpro inh	Vc quorum ag	MazEF act	UGM FP inh	PriA SSB inh	Mtb BioA inh	FBA Mtb inh	GDH-TPI inh	Rv3671c protease
- Clc1ccc(CSc2nnc(-c3ccncc3)o2)cc1
→ 36	3	nt	-1	0.9	-19	1.9	3	-2	0
- CC(C)(C)NC(=O)CC1C[C@H](C(=O)N2CCOCC2)[C@@]2(CCC3CCCC3)c3[nH]c4ccccc4c3CCN2C1=O (some centres undefined)
→ nt	nt	i	8	-1.5	-4	0.3	4	8	13
- CCc1cccc(NC(=O)CCNC(=O)Cn2ccc3ccccc3c2=O)c1
→ 20	4	-0.4	7	-3.0	-6	nt	3	9	-1
- COc1ccccc1OCCn1c(C(C)O)nc2ccccc21 (centres undefined)
→ 21	2	i	8	1.5	-8	0.8	3	-4	-2

(list continues)
SMILES	DUSP3 inh	SARS 3CLpro inh	Vc quorum ag	MazEF act	UGM FP inh	PriA SSB inh	Mtb BioA inh	FBA Mtb inh	GDH-TPI inh	Rv3671c protease
O=C(c1cccs1)N1CCN(c2nc3ccccc3s2)CC1	1	-2	-1.3	7	-0.6	-22	-0.7	0	6	-1
COC(=O)c1ccc(NC(=O)c2cc(Cl)ccc2OC)cc1	-3	0	i	-21	0.0	-2	-1.5	2	1	2
CN1CCCN(C(=O)c2cc(-c3ccc(Cl)c(Cl)c3Cl)nc3ccccc23)CC1	26	0	-0.2	11	-2.3	-16	-1.5	-2	-3	14
COc1cc(C2NC(=O)NC(C)=C2C(=O)OC(C)(C)C)ccc1OCC(=O)O (centres undefined)	-20	5	-0.4	0	-2.3	-11	nt	2	1	6
O=C(O)c1ccc(C=NN2CCCCCC2)cc1	nt	nt	i	8	nt	-2	-1.9	4	36*	nt
CCn1nnc(NC(=O)c2cc3ccccc3o2)n1	11	-2	1.8	5	1.1	-7	-0.2	3	2	1
O=S(=O)(Cc1ccccc1)NCCc1cccc(Cl)c1	-1	1	i	3	1.5	-22	0.6	1	-3	nt
CCc1cc(=O)oc2c(C)c(OC(C)C(=O)NCC3CCC(C(=O)O)CC3)ccc12 (centres undefined)	9	-4	-0.6	-4	-2.7	-5	1.4	7	6	10
COc1ccc(OC)c(N(CC(=O)NC2CCCCCC2)S(=O)(=O)c2ccc(C)cc2)c1	2	9	-0.4	6	0.4	-13	-0.8	-2	1	-1
CC(=O)N1CCc2cc(S(=O)(=O)CCC(=O)N3CCN(c4cc(C)ccc4C)CC3)ccc21	13	2	-0.4	4	1.2	4	3.8	0	-1	-6
COC(=O)c1ccc(OC(=O)c2ccco2)cc1	4	-8	-0.2	8	-1.0	9	1.2	-1	-7	8
COc1ccc(-n2ncc3c2CC(C)(C)CC3NC(=O)Cc2nonc2C)cc1 (centres undefined)	6	-9	i	3	1.0	-4	3.7	3	14	-5
Cc1cc(NS(=O)(=O)c2ccc(Nc3nc(-c4ccc(O)cc4)cs3)cc2)no1	-2	3	-0.2	-9	0.4	8	nt	-3	12	10
COc1ccc(C2SCC(=O)N2c2ccccc2)cc1 (centres undefined)	40	1	1.3	-6	1.4	-13	0.1	0	-7	7
CCC(=O)N1CCN(c2ccc(Cl)cc2NC(=S)NC(=O)c2ccco2)CC1	18	-4	-0.2	5	-0.2	-3	37	-2	-1	-5
CC1CCCN(c2ncnc3c2cnn3-c2ccccc2)C1 (centres undefined)	34	nt	-0.1	-9	3.1	-22	-3.5	8	12	7
COc1ccc(NC(=O)Nc2c(C)noc2-c2ccccc2)cc1	23	-3	i	-1	0.5	7	nt	-2	-6	-1
CC(Cc1ccco1)NC(=O)c1ccc(C(F)(F)F)cc1 (centres undefined)	10	2	i	-6	0.9	-4	-1.1	1	-3	-9
CC1CCN(c2ccc3nnc(CCC(=O)Nc4ccc(F)c(F)c4)n3n2)CC1	-7	0	i	12	-1.7	-14	35	11	7	-6
CCOc1ccc(NC(=O)NCc2cccnc2)cc1	4	0	0.2	9	-1.0	-17	nt	-2	-4	-2
O=S1(=O)C=C(SCc2ccccc2)Nc2ccccc21	45	2	-5.0	6	-1.0	10	3.5	-1	11	-19
CC(C)c1onc(C(=O)N2CCC(C(N)=O)CC2)c1[N+](=O)[O-]	-1	4	-0.4	1	3.4	-3	-1.7	-4	-7	-1
CCC[C@@H](O)c1cc2cc(OC)c(OC)cc2c(=O)o1	nt	nt	i	4	-2.4	-8	0.0	2	5	-1
O=C(/C=N/O)Nc1ccccc1C(=O)O	4	-2	-2.0	-4	4.2	nt	-1.2	-4	0	-7
CCN1C(=S)N[C@@H](c2cccc(F)c2)C(C(=O)OC)=C1C	1	-3	i	2	-1.2	-10	3.3	-1	8	1
CC(C)Oc1ccc(C(=O)N(CN2CCCC2=O)c2ccc(F)cc2)cc1	25	-1	-0.4	-5	1.3	-11	nt	1	23	1
COc1ccc(-c2csc(/C(C#N)=C\c3ccc(O)c([N+](=O)[O-])c3)n2)cc1OC	16	3	-0.4	-17	-0.1	-14	4.9	3	2	-3
COc1ccc(C(=O)O)cc1NC(=S)NC(=O)c1ccc(-c2ccc(Cl)cc2)o1	-16	4	0.0	-22	nt	4	nt	3	9	nt
COc1ccc(S(=O)(=O)N(C)Cc2ccc3c(c2)OCCO3)cc1	nt	nt	0.1	-12	-1.2	-13	-0.5	-1	7	-2
Oc1ccccc1-c1nc2cnccn2c1Nc1ccc2c(c1)OCCO2	40	4	i	10	-3.7	37	4.6	0	-4	2
Cc1ccccc1NC(=O)NCCc1c[nH]c2ccccc12	-11	4	4.0	16	-1.5	4	2.3	9	1	-7
CC(=O)N1CCc2cc(S(=O)(=O)N3CCOCC3)ccc21	-15	1	-6.2	2	1.1	-9	0.2	-4	-3	-2
Cc1cc2n(n1)C(c1cccs1)Nc1ccccc1-2 (centres undefined)	46	-1	-0.3	2	-2.1	-40	0.5	16	11	-3
Cc1ccc(NC(=S)N(C)C(c2ccccc2)c2ccccc2)cc1C	30	-1	1.4	7	-3.2	2	-2.2	1	2	-3
COc1ccc(CC(=O)NCCCSc2ccccc2)cc1OC	10	-3	-0.3	4	0.0	8	0.8	0	1	nt
Cc1ccc2[nH]c(C(=O)N3CCN(c4cccc(Cl)c4)CC3)cc2c1	-16	-5	-0.8	8	0.0	11	-4.0	0	3	2

An excerpt from above in order of number of heavy atoms, highest first.
SMILES	DUSP3 inh	SARS 3CLpro inh	Vc quorum ag	MazEF act	UGM FP inh	PriA SSB inh	Mtb BioA inh	FBA Mtb inh	GDH-TPI inh	Rv3671c protease
Oc1ccccc1-c1nc2cnccn2c1Nc1ccc2c(c1)OCCO2	40	4	i	10	-3.7	37	4.6	0	-4	2
COc1ccc(S(=O)(=O)N(C)Cc2ccc3c(c2)OCCO3)cc1	nt	nt	0.1	-12	-1.2	-13	-0.5	-1	7	-2
CC(=O)N1CCc2cc(S(=O)(=O)N3CCOCC3)ccc21	-15	1	-6.2	2	1.1	-9	0.2	-4	-3	-2

Single entries from the entries so far:
CCN1C(=S)N[C@@H](c2cccc(F)c2)C(C(=O)OC)=C1C in SARS 3CLpro inh → -3
Cc1ccccc1NC(=O)NCCc1c[nH]c2ccccc12 in SARS 3CLpro inh → 4
COc1ccc(S(=O)(=O)N(C)Cc2ccc3c(c2)OCCO3)cc1 in MazEF act → -12
Oc1ccccc1-c1nc2cnccn2c1Nc1ccc2c(c1)OCCO2 in FBA Mtb inh → 0

Next part.
SMILES	DUSP3 inh	SARS 3CLpro inh	Vc quorum ag	MazEF act	UGM FP inh	PriA SSB inh	Mtb BioA inh	FBA Mtb inh	GDH-TPI inh	Rv3671c protease
O=C1Nc2ccccc2C1C(C[N+](=O)[O-])c1ccccn1 (centres undefined)	18	0	0.1	12	-2.3	-6	-1.3	-1	6	-6
Cc1ccccc1OCCC(=O)OCC(=O)Nc1ccc(C(N)=O)cc1	20	4	-0.6	-5	-0.4	-10	-0.1	-4	-1	-3
CCOc1ccc(C(=O)C[n+]2ccc(C(=O)NCCO)cc2)cc1	-2	1	i	4	3.7	-3&-11	nt	3	5	-4
O=C(NCc1ccccc1)c1ccc(NC(=O)C2CCC2)cc1	nt	nt	-1.3	1	nt	-11	-0.8	0	8	nt
CCOc1ccc(C(O)C(CN2CCOCC2)c2ccccc2)cc1 (centres undefined)	10	0	-0.7	-6	-1.2	-10	0.9	0	-1	-1
Cc1nnc(SCc2cccc([N+](=O)[O-])c2)s1	19	4	-0.3	11	-1.3	10	nt	-5	-8	-2
CCOC(=O)c1cccnc1SCC(=O)N(C)c1ccccc1	30	1	-1.7	0	-0.3	9	0.0	2	5	0
CCS(=O)(=O)Nc1ccc(C(=O)CC2(O)C(=O)Nc3ccc(Br)cc32)cc1 (centres undefined)	-7	0	i	-3	0.6	8	-1.2	4	25	-7
CCOC(=O)N1CCN(Cc2nc3ccc([N+](=O)[O-])cc3c(=O)n2-c2ccccc2F)CC1	10	-4	-0.6	-3	1.6	2	0.9	2	7	-11
C/C(CC(=O)NCc1ccc(F)cc1)=N\NC(N)=S	14	0	-0.2	3	-1.1	nt	-1.8	1	-1	-4
COc1ccccc1N(CCN1C(=O)c2cccc3cccc(c23)C1=O)C(=O)c1ccncc1	31	5	nt	nt	-0.4	nt	nt	nt	nt	1
COc1ccc(CC(=O)Nc2ccc(N3CCN(c4ccc(OC)cc4)CC3)c(C#N)c2)cc1	-4	-3	i	3	0.1	23	-0.3	4	6	-12
